ERG Ets-DNA blk = blocks human ERG Ets domain binding to DNA; P11308; fluorescence polarization, His-ERG Ets domain / labelled DNA; Potency, µM (titrated, usually from 76.9 µM), without a hit: at the highest dose FP activity, negative = inhibition, hits mostly inhibitors; 0.028% of 370,000 active; AID 624246; active = well fitted inhibition curve with a large enough effect in the polarisation, with a control signal flat; inconclusive = small, poorly fitted or top-dose-only effect, or effect the other way, or a change in a side signal; inactive = no such curve, though single readings can be large or run the other way; the % refers to the polarisation;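 also: polarization taken with two DNA probes labelled with fluorescein and Texas red; potency is read from the fitted curve at half-maximal effect; % of control where 0% means no effect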
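His-tagged ERG Ets domain (1 uM in the protein solution; 300mM KCl, 50mM Tris-HCl, 1mM EDTA, 1mM DTT, pH 7.5) received compound, then a probe mix of 5 nM fluorescein-DNA and 100nM Texas-615-DNA. Fluorescence polarization was read for both dyes.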
APE1 inh = inhibitors of human APE1 endonuclease. P27695. recombinant APE1, TAMRA/BHQ-2 abasic DNA cleavage fluorescence. Potency, µM (series often up to 65.8 µM), for inactives: at the top dose activity change, negative = inhibition, most hits filed as inhibitors. 0.35% of 350,000 active;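 also: potency is read from the fitted curve at half-maximal effect; plate controls were vehicle for no effect and reference inhibitor for full effect; nearly all actives have a fitted effect of over 55% in size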
Target sequence (P27695 whole entry, looked up): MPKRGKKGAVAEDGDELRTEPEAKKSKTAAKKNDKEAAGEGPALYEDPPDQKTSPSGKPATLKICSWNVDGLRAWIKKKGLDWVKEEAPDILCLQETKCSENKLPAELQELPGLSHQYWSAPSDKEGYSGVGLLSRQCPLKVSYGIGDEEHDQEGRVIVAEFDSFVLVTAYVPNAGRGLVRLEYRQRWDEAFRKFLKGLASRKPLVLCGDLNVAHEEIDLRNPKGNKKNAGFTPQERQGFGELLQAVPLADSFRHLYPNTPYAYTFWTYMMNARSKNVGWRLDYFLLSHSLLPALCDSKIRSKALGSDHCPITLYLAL
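Substrate: short duplex with […] THF abasic site, 5'-TAMRA and 3'-BHQ-2, 50 nM final. APE1 at 0.75 nM, preincubated 15 min RT with compound. Fluorescence increase from first to third read measured activity.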
LDHA inh = LDHA (human) enzyme inhibition; activity change, % (values are at about 110 or 230 µM); 0.15% of 480,000 active; purified LDHA, NADH/diaphorase-resazurin fluorescence; active compounds read low; in the data active = activity change below about -30%; inconclusive = mostly about -25% to -30%;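 also: plate controls were DMSO wells for no effect and wells without enzyme for full effect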
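Enzyme activity of human lactate dehydrogenase 5 (2 nM; 0.06 mM NADH, 0.2 mM pyruvate, 5 min, RT) is measured via a resazurin/diaphorase fluorescence readout of residual NADH.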
POLB inh = inhibitors of human DNA polymerase beta | AID 485314 | 1.3% of 340,000 active | Potency, µM (series often up to 114 µM), for the others: at the top dose activity change, negative = inhibition, actives largely listed as inhibitors | Pol beta primer extension/strand displacement, fluorescence kinetic | P06746; also: potency is read from the fitted curve at half-maximal effect; % is scaled to controls: 0 for no effect and ±100 for the full control effect
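Enzyme-only controls used 10 nM Pol beta; buffer lacking enzyme served as negative control. Compound preincubated 15 min, then 50 nM substrate added; 0 and 10 min reads at room temperature.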
RGS4 inhibitor = human RGS4 inhibition; AID 504845; P49798; Potency, µM (doses to about 114 µM), for the others: at the highest dose activity change, negative = inhibition, actives largely listed as inhibitors; 0.039% of 390,000 active; Transcreener GDP fluorescence polarization, RGS4-accelerated GTP hydrolysis; also: potency is read from the fitted curve at half-maximal effect; % is scaled to controls: 0 for no effect and ±100 for the full control effect; nearly all actives have a fitted effect of over 75% in size; some results filed as inactive show a strong effect at the top dose
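MLSMR compounds (23 nl, pin-transferred) preincubated 10 min at room temperature with a 500nM (2x) first reagent, then RGS4 at 900nM (2x) plus Transcreener GDP mix added; fluorescence polarization (620/688 nm) read before and after 90 min at 30 °C.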
12-LOX inh = inhibitors of human 12S-lipoxygenase ALOX12; P18054; purified 12hLO, xylenol orange hydroperoxide absorbance; Potency, µM (doses to about 108 µM), for inactives: at the top dose activity change, negative = inhibition, most hits filed as inhibitors; 1.1% of 580,000 active; AID 1671190; also: potency is read from the fitted curve at half-maximal effect; % is scaled to controls: 0 for no effect and ±100 for the full control effect
Target sequence (P18054 whole entry, looked up): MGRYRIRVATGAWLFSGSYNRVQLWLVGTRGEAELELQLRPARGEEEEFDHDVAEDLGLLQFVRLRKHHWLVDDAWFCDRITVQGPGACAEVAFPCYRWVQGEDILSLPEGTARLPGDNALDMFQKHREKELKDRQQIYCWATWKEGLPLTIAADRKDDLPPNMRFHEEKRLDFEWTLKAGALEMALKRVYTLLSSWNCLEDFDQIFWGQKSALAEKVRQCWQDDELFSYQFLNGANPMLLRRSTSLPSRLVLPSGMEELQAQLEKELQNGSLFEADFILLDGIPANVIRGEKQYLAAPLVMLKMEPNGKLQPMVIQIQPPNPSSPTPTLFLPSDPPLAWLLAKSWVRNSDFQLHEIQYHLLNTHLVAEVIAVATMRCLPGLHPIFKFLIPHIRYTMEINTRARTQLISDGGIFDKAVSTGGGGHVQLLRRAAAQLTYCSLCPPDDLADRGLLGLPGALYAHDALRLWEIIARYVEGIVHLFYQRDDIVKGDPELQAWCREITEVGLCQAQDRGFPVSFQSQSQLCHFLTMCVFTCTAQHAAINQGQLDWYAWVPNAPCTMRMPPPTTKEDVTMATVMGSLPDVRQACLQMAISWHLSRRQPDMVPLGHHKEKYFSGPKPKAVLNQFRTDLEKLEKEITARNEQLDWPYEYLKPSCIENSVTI
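Purified human 12hLO at 150 nM in 25 mM Hepes, 0.01% Triton X-100, pH 7.0, preincubated 15 min at room temperature with compound. Reaction started with 40 uM arachidonic acid, 30 min at room temperature. Hydroperoxide measured by Fe-xylenol orange, 573/405 nm absorbance ratio.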
Pol kappa inh = inhibitors of human DNA polymerase kappa. Q9UBT6. purified Pol kappa, fluorescent DNA synthesis assay, 10 min. Potency, µM (doses to about 107 µM), without a hit: top-dose activity, negative = inhibition, usual class: inhibitors. 0.53% of 400,000 active; also: potency is read from the fitted curve at half-maximal effect; % is scaled to controls: 0 for no effect and ±100 for the full control effect
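Here, compound and 10 nM enzyme are combined for 15 min at room temperature; adding 50 nM substrate (final) starts DNA synthesis, tracked by fluorescence at 0 and 10 min against buffer-only wells.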
Anesthetic bind = binds horse apoferritin like a general anesthetic; P02791; apoferritin/1-aminoanthracene competitive binding, fluorescence; Potency, µM (doses to about 77.5 µM), for the others: at the top dose activity change, negative = displacement, actives largely listed as inhibitors; 0.074% of 350,000 active; AID 485281; also: potency is read from the fitted curve at half-maximal effect; % is scaled to controls: 0 for no effect and ±100 for the full control effect; nearly all actives have a fitted effect of over 20% in size
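Horse-spleen apoferritin (10 uM) was mixed with 50% saturated 1-aminoanthracene in PBS, exposed to compounds for 10 min at room temperature, and read for fluorescence (ex 380 nm, em 535 nm). Competitive displacement was fitted with a four-parameter Hill equation.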
POLH inh = blocks human DNA polymerase eta activity; Q9Y253; recombinant Pol eta, fluorescent DNA replication assay; Potency, µM (doses to about 114 µM), without a hit: at the highest dose activity change, negative = inhibition, most hits filed as inhibitors; 1.2% of 390,000 active; also: potency is read from the fitted curve at half-maximal effect; % is scaled to controls: 0 for no effect and ±100 for the full control effect
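Pol eta at 10 nM preincubated with compounds 15 min at room temperature; reaction started with fluorescent substrate (50 nM final) and read kinetically at 0 and 10 min.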
An asterisk follows results filed as active; ? = inconclusive; · = no result given; & = joins results of further samples; [ ] = another dose, or the depositor's remark. Unless noted, calls follow the shape of the dose curve; as a rule, active = well fitted curve in the direction sought with a large enough effect; inconclusive = small, poorly fitted or top-dose-only effect, or another doubt; inactive = no such curve, though single readings can be large; an effect the other way counts as inactive or inconclusive. These rows are one share of the data; rates above refer to the full screens.

Under each structure: POLH inh	Pol kappa inh	POLB inh	RGS4 inhibitor	ERG Ets-DNA blk	Anesthetic bind	APE1 inh	12-LOX inh	LDHA inh
> [C-]#[N+][C@H](O[C@@H]1O[C@H](CO)[C@@H](O)[C@H](O)[C@H]1O)c1ccccc1
  -6%	18%	·	-5%	18%	·	·	-4%	4
> CCOc1ccc(S(=O)(=O)NCCCl)cc1
  -1%	-4%	9%	4%	-8%	-1%	-3%	-6%	-8
> CCN(C(=O)CSc1nnc(C)n1Cc1ccccc1)C1CCS(=O)(=O)C1 (centres undefined)
  -16%	-3%	7%	-50%	13%	-1%	8%	?	-2
> Cc1cc(-c2nn(-c3ccccc3F)cc2CN2CCC(C(N)=O)CC2)c(C)s1
  -2%	2%	-2%	-9%	5%	-6%	-4%	14%	1
> N#CC1=C(N)C(C#N)(C#N)[C@H](c2cccnc2)[C@H]2CN(C(=O)OCc3ccccc3)CC=C12
  2%	-12%	-16%	-31%	-4%	-16%	-5%	-11%	-8
> CCOc1ccc(-n2c(SCc3nc(-c4ccc(OC)cc4)no3)nnc2-c2ccncc2)cc1
  -21%	15%	16%	-1%	5%	?	·	-21%	1
> Cc1ccc(CN(C(=O)COc2ccc(Cl)c(C)c2)C2CCS(=O)(=O)C2)o1 (centres undefined)
  ·	-20%	4%	9%	-3%	-4%	·	0%	1
> Cc1ccc(C2=Nc3cccnc3C(c3ccccc3)=NN2)cc1
  -18%	-1%	38%	-28%	10%	-11%	23%	0%	1
> Cc1ccc(S(=O)(=O)N2CCN(C(=O)CNC(=O)c3ccc(Cl)cc3)CC2)cc1
  -6%	-18%	·	16%	-3%	·	9%	?	0
> Cn1c(C(=O)NCc2cccc(Cl)c2)cc2oc3ccccc3c21
  -17%	-1%	-12%	8%	3%	49%[activator]	·	-7%	-4
> C[C@@]12C(=O)Nc3ccccc3C(=O)N1[C@H]1c3cc(Br)ccc3OC[C@@H]1[C@@H]2c1ccccc1
  -4%	-6%	·	-3%	-4%	·	-13%	1%	-9
> COc1ccccc1NC(=S)NC(=O)C(C)(C)C
  -10%	16%	14%	-52%	2%	?	-2%	?	2
> Cc1cc2nc(C3CCN(Cc4nnnn4Cc4cccs4)CC3)[nH]c2cc1C
  -9%	-20%	-14%	36%	4%	-13%	-5%	20%	-2
> CN(C)CCNC(=O)c1c(NC(=O)c2ccccc2)sc2c1CCCC2
  -26%	-6%	-1%	-9%	24%	-14%	18%	139%[activator]	1
> Cc1nc(Nc2cccc(C(C)O)c2)c2nnn(Cc3ccccc3F)c2n1 (centres undefined)
  -28%	-4%	23%	-29%	-4%	?	5%	3%	-3
> CC1CN(C(=O)COC(=O)Cc2c(Cl)cccc2Cl)CC(C)O1 (centres undefined)
  -16%	1%	·	-20%	21%	·	-12%	-14%	-1
> CCS(=O)(=O)Nc1cccc(-c2cc(-c3ccccc3)c3cc(C)ccc3n2)c1
  -10%	-15%	5%	-10%	-13%	-8%	5%	-6%	0
> O=S(=O)(c1ccc(F)cc1)N1CCc2ccccc21
  -13%	0%	-1%	2%	8%	2%	29%	-3%	0
> CCOc1ccc(-n2c(SCC(=O)Nc3cccc(Cl)c3)nc3c(oc4ccccc43)c2=O)cc1
  -6%	-11%	0%	4%	1%	-4%	·	-16%	1
> CCc1nnc(NC(=O)C2=NN(C3CCS(=O)(=O)C3)C(=O)CC2)s1 (centres undefined)
  -2%	-7%	?	-41%	4%	-3%	4%	-5%	0
> CC1(C)CC(=O)C(C=Nc2ccc3cn[nH]c3c2)=C(O)C1
  -7%	-2%	1%	-4%	·	-1%	1%	-10%	4
> CCc1ccccc1NS(=O)(=O)c1ccc2[nH]cc(C(=O)N(CC(C)C)CC(C)C)c(=O)c2c1
  -13%	-11%[60.1 µM]	3%	-6%	-1%	?	·	-27%	3
> CCOC(=O)c1noc2ncn(Cc3cccc(C#N)c3)c(=O)c12
  3%	-3%[60.1 µM]	-21%	-1%	7%	-18%	·	-60%	-2
> CCc1ccccc1NC(=O)CSc1ccsc1[N+](=O)[O-]
  32µM*	?	25µM*	-16%	-3%	-10%	9%	?	-12
> Cc1onc(-c2ccccc2)c1C(=O)N1CC(C)OC(C)C1 (centres undefined)
  -15%	-6%	23%	-9%	2%	-11%	3%	-15%	0
> CCCOc1ccc(N2C(=O)CC(N(CCc3ccc(OC)c(OC)c3)C(=S)Nc3ccccc3)C2=O)cc1 (centres undefined)
  -8%	-8%	7%	45%	-11%	4%	7%	·	-3
> N#CC1(NC(=O)CSc2nnc(-c3ccccc3F)o2)CCCCC1
  0%	10%	·	-31%	0%	·	18%	-24%	-4
> COc1ccc(NC(=O)CS(=O)CC(=O)Nc2cccc3cccnc23)cc1 (centres undefined)
  -21%	-7%	24%	-9%	0%	2%	25%	?	5
> CC(=O)Nc1cccc(-c2cc(-c3c(Cl)cccc3Cl)no2)c1
  3%	4%	5%	-1%	-11%	-14%	-4%	56%[activator]	1
> O=C(CN1C(=O)NC2(CCc3ccccc32)C1=O)NCc1cccc(C(F)(F)F)c1 (centres undefined)
  -24%	0%	·	12%	0%	·	-12%	-16%	-2

Single records, from the list above.
`Cc1cc(-c2nn(-c3ccccc3F)cc2CN2CCC(C(N)=O)CC2)c(C)s1` as listed: POLH inh = -2%; Pol kappa inh = 2%; POLB inh = -2%; RGS4 inhibitor = -9%; ERG Ets-DNA blk = 5%; Anesthetic bind = -6%; APE1 inh = -4%; 12-LOX inh = 14%; LDHA inh = 1
`N#CC1(NC(=O)CSc2nnc(-c3ccccc3F)o2)CCCCC1` as listed: POLH inh = 0%; Pol kappa inh = 10%; POLB inh = ·; RGS4 inhibitor = -31%; ERG Ets-DNA blk = 0%; Anesthetic bind = ·; APE1 inh = 18%; 12-LOX inh = -24%; LDHA inh = -4

Remaining list, next part:
Under each structure: POLH inh	Pol kappa inh	POLB inh	RGS4 inhibitor	ERG Ets-DNA blk	Anesthetic bind	APE1 inh	12-LOX inh	LDHA inh
> CC[N+](C)(CC)CCOC(=O)C1c2ccccc2Oc2ccccc21
  -7%	10%	·	-7%	-12%	2%[29.3 µM]	57%[activator]	-7%	3
> COCc1ccc(-c2ccc3c(c2)c(C#Cc2ccsc2)c(-c2cc(OC)cc(OC)c2)n3C)cc1
  -15%	2%	·	3%	8%	·	57%[activator]	-5%	-2
> COc1ccc(-c2ncncc2-c2csc(C)n2)c(O)c1OC
  0%	2%	3%	14%	10%	-11%	-3%	?	-8
> Cc1cccc2sc(NC(=O)c3ccc(OCC4CCCO4)cc3)nc12 (centres undefined)
  -13%	2%	5%	9%	-2%	?	9%	3%	-10
> CCCC(=O)NC(=S)Nc1ccccc1C(F)(F)F
  -3%	-2%	24%	-27%	1%	-21%	0%	5%	-7
> CC(=O)Nc1ccc(-c2csc(NC(=O)CCCc3cccs3)n2)cc1
  -22%	4%	-2%	11%	3%	62%[activator]	18%	-8%	-5
> c1ccc(COc2ccc(CNCc3cccnc3)cc2)cc1
  -12%	4%	0%	-14%	62%[activator]	?	3%	-6%	-8
> CC(=O)C[C@@H](O)CC(=O)[C@@H]1OC(=O)CCCCCCCc2ccccc21
  -11%	-2%	·	-10%	-10%	·	6%	?	-7
> CC(=O)OCc1cnc(C)c2oc(=O)c(C(=O)Nc3cccc(F)c3)cc12
  3%	-3%[60.1 µM]	0%	7%	0%	-4%	·	-22%	-10
> COc1ccc(OC)c(NC(=O)c2cc3ccccc3cc2OC)c1
  -27%	-3%	-26%	-4%	16%	-4%	23%	-5%	-1
> COc1ccccc1N1CCN(C(=O)CSc2nc3ccccc3nc2Cc2ccc(F)cc2)CC1
  -3%	-4%[60.1 µM]	-6%	20%	1%	5%	·	?	-2
> Cc1nc(NC2CCCC2)sc1C(=O)N(C)C
  -12%	-8%	1%	15%	1%	-10%	1%	3%	-12
> COC(=O)c1cc(NC2c3ccccc3C(=O)N2Cc2ccco2)cc(C(=O)OC)c1 (centres undefined)
  -9%	-7%	4%	6%	98%[activator]	-10%	-1%	22%	-1
> COc1cc(NC(=O)c2cccc(Br)c2)nc(OC)n1
  1%	1%	0%	-23%	-3%	-20%	14%	-66%	-12
> O=C(NCCc1ccccc1)c1ccc(CS(=O)(=O)Cc2ccccc2F)o1
  -8%	-8%	36%	-23%	-2%	-22%	15%	13%	2
> O=C(NC(NC(=S)Nc1ccccc1Cl)C(Cl)(Cl)Cl)c1cccc(Cl)c1 (centres undefined)
  -11%	-10%	4%	-24%	·	3%	-2%	?	-7
> O=C(NCCc1ccccc1)C1CCN(C2CCN(C(=O)CC3=CCCCC3)CC2)CC1
  -11%	9%	37%	-11%	2%	-7%	-2%	-17%	-2
> O=C(O)C1CC=C(Cl)CC1C(=O)NCC1OCCc2ccccc21 (centres undefined)
  -14%	4%	10%	7%	7%	8%	-5%	-5%	2
> O=C(O)Cc1sc(NCc2ccco2)nc1-c1ccccc1
  -17%	-8%	15%	-5%[56.9 µM]	3%	6%	-1%	-7%	-2
> CN1C(=O)CC(=O)N(C)c2cc(S(=O)(=O)N(C)Cc3ccccc3)ccc21
  -9%&-3%	-11%&5%	15%&29%	?	-4%&-2%	?	-7%	?	-7&-7
> CC(=O)/C(=N/Nc1ccc([N+](=O)[O-])cc1)N1CCCc2ccccc21
  -6%	0%	1%	10%	15%	3%	7%	38%[activator]	-5
> CC(C)COC(=O)N1CCCC1C(=O)O (centres undefined)
  5%	-2%	34%	13%	·	7%	14%	9%	-3
> COC(=O)c1cc2oc3ccccc3c2n1Cc1nc(-c2cccc(C)c2)oc1C
  3%	-3%	-10%	13%	1%	3%	·	-20%	-3
